Assay outcomes (PubChem BioAssay)
LGR2 inh – Drosophila LGR2 receptor signaling inhibition. AID 720647. actives 0.35% (n = 380,000). HEK293 LGR2, CRE-luciferase, bursicon-stimulated, 4 h. inhibition, % at 9.99 µM;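 active means drop in luminescence signal, shown as inhibition above about 50% in the replicate tests, limit read from the data, passing the limit was not always enough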;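 further: agonist challenge used bursicon conditioned medium at about half maximal strength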
GSIS activator – GLuc luminescence reporter in INS-1E cells, primary screen for activators of glucose-dependent secretion of insulin; INS-1E GLuc reporter insulin secretion, 2-3 h; activation, % at 16.6 µM; actives 0.61% (n = 370,000);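 active means lowest replicate activation of at least 40%, so every replicate reaches that level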;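 further: 0% = median of neutral control wells and 100% = median of IBMX positive control wells; some compounds called inactive have numbers as strong as hits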
PAX8 reporter – inhibitors of PAX8 transcriptional activity in RMG-I cells. actives 1.2% (n = 360,000). RMG-I TPO-luciferase reporter, SteadyGlo, 24 h. inhibition, % at 12.6 µM;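 active means mean replicate inhibition at least 60% with every replicate also reaching 60%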;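 further: luciferase light reporting Pax8 driven TPO promoter activity; plate controls were median of neutral control wells for no effect and mitoxantrone controls for full effect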
* hit, by the source's call; x = not tested or not shown; & = joins results of further samples.

SMILES	LGR2 inh	GSIS activator	PAX8 reporter
COCc1cn([C@@H]2C[C@@H]3O[C@H](CO)CC[C@@H]3O[C@@H]2CCc2ccc(-c3ccc(OC)cc3)cc2)nn1	x	x	-3.3
O=C(/C(=C/c1ccncc1)n1ccnc1)c1ccc(Cl)cc1Cl	x	x	2.7
O=C1c2cccc3c2C2(O)c4c1cccc4C(=O)c1cccc(c12)C3=O	x	x	17.4
COCCN1Cc2cc(C(=O)OC)c3c(c2C1=O)c1ccccc1n3S(=O)(=O)c1ccc(C)cc1	x	x	-4.2
C=CCNC(=S)N/N=C/c1cn(-c2ccccc2)nc1-c1ccc(OC)cc1	x	x	29.4
COC(=O)c1c(-c2ccc(OC)cc2)c2c(c3c4cc(OC)ccc4n(C(=O)c4ccccc4)c13)C(=O)N(C)C2	x	x	-12.4
CC(=O)Nc1ccc(NC(C)=C(C#N)C#N)cc1	x	x	42.1
Cc1[nH]nc(N)c1N=Nc1ccc(Br)cc1	x	x	-36.6
CC/C(=N\NS(C)(=O)=O)c1ccccc1	x	x	12.6
Cc1ccc2nc3n(c(=O)c2c1)-c1ccc(Cl)cc1C(=O)NC3CC(C)C (configuration not stated)	x	x	17.4
COc1ccc(-c2nnc(SCC(=O)c3ccc4c(c3)OCCO4)o2)cc1	x	x	-7.5
COc1ccc(C(=O)C(=O)N2CCN(C(=O)c3cc(C(F)(F)F)cc(C(F)(F)F)c3)CC2)cc1OC	x	x	15.4
O=C1NC(=O)C(c2ccccc2)(c2ccccc2)N1S(=O)(=O)c1ccccc1	x	x	3.1
NC(=S)Nc1nc2ccccc2[nH]c1=O	17.9	x	x
CC(=O)N1C[C@@H]2C(c3ccccc3)[C@@H](C1)N2C(=O)NC(C)C (some centres not stated)	x	-2.6	x
C[C@@H]1CC=CC[C@@H](c2ccccc2)NC(=O)[C@@H](C)N(C)C(=O)c2ccccc2O1 (mixture of isomers)	x	-2.8	x
O=C1CCC(=O)N[C@@H](c2ccccc2)C/C=C\CCN1	x	5.6	x
CCCNC(=O)N1CC(=O)N2[C@@H](CO)[C@H](c3ccc(C#Cc4ccccc4)cc3)[C@@H]2C1	x	14.1	x
CC(=O)N1C[C@@H]2C(c3ccccc3)[C@H](C1)N2Cc1ccc(F)cc1 (some centres not stated)	x	-2.9&5.5	x
CCS(=O)(=O)N1CC2(CN[C@H](CO)c3c2c2ccc(OC)cc2n3C)C1	x	8.1	x
CN(C)CC(=O)N1[C@@H](CO)[C@H](c2ccccc2)C12CN(C(=O)C1CCCC1)C2	x	5.0	x
O=C(c1ccncc1)N1CC(=O)N2[C@H](C1)[C@H](c1ccc(C#CCC3CCCC3)cc1)[C@@H]2CO	x	2.3	x
COc1ccc2c3c([nH]c2c1)[C@H](CO)N(Cc1cccnc1)CC31CN(C(=O)c2cccnc2)C1	x	-5.0	x
CNC[C@H]1Oc2ccc(N(C)C)cc2C(=O)N(C)C[C@@H]1C	x	-0.2	x
CC(C)NC(=O)Nc1cccc2c1O[C@@H](CN(C)C(=O)NC(C)C)[C@H](C)CN(C)C2=O	x	-9.2	x
CCNC(=O)[C@H]1[C@H](CO)[C@H]2Cn3c(ccc(-c4ccc(F)cc4)c3=O)[C@H]2N1C	x	19.0	x
CC(=O)N(C)C[C@H]1Oc2ccc(NC(=O)NC(C)C)cc2C(=O)N(C)C[C@H]1C	x	-2.0	x
O=C1CCC(=O)N[C@@H](c2ccc(F)cc2)C/C=C\C[C@H](c2ccc(F)cc2)N1	x	-2.3	x
COc1ccc2c3c(n(C)c2c1)[C@@H](CO)N(C)CC31CN(C(=O)Nc2cccc(F)c2)C1	x	-4.4	x
COc1ccc2c3c([nH]c2c1)[C@H](CO)N(Cc1nccs1)CC31CCN(Cc2nccs2)CC1	x	-5.7	x
C[C@@H]1CCn2cc(nn2)COC[C@H](Cc2ccccc2)NC1=O	x	5.6	x
COc1ccc2c3c(n(C)c2c1)[C@H](CO)N(C(=O)c1ccccn1)CC31CN(C(C)=O)C1	x	17.0	x
CC(=O)N(C)C[C@H]1Oc2ccc(NS(C)(=O)=O)cc2C(=O)N(C)C[C@H]1C	x	-8.6	x
O=C1[C@@H](Cc2ccc(C(F)(F)F)cc2)CCn2cc(nn2)COC[C@@H]2CCCCN12	x	1.7	x
CC(=O)N1CC2(C1)[C@H](c1ccccc1)[C@H](CO)N2C(=O)c1ccncc1	x	3.3	x
CNC[C@H]1Oc2ccc(NS(C)(=O)=O)cc2C(=O)N(C)C[C@H]1C	x	4.4	x

Quoted at random: 2 entries already listed, in no set order.
SMILES	LGR2 inh	GSIS activator	PAX8 reporter
CNC[C@H]1Oc2ccc(NS(C)(=O)=O)cc2C(=O)N(C)C[C@H]1C	x	4.4	x
O=C1[C@@H](Cc2ccc(C(F)(F)F)cc2)CCn2cc(nn2)COC[C@@H]2CCCCN12	x	1.7	x

Other entries:
SMILES	LGR2 inh	GSIS activator	PAX8 reporter
COc1ccc(-c2ccc(C3[C@H]4CNC[C@@H]3N4S(=O)(=O)Cc3ccccc3)cc2)cc1 (some centres not stated)	x	-10.7	x
C[C@@H]1CN(C)C(=O)c2cccnc2O[C@H]1CN(C)S(C)(=O)=O	x	1.2	x
C[C@H]1COCc2cn(nn2)CC[C@H](Cc2ccccc2)C(=O)N1	x	4.0	x
O=C(Nc1ccccc1)[C@H]1[C@H](CO)[C@H]2Cn3c(cccc3=O)[C@H]2N1CC1CCOCC1	x	7.7	x
COc1cccc(CN2CC3(CCN(C(=O)Nc4c(C)noc4C)CC3)c3c([nH]c4cc(OC)ccc34)[C@@H]2CO)c1	x	0.5	x
CN(C)CCCNC(=O)C[C@H]1CC[C@H]2[C@@H](COc3ccc(NC(=O)CN(C)C)cc3C(=O)N2C)O1	x	2.4	x
Cc1ccc(OC(=O)N(C)C[C@H]2OCc3ccccc3-c3ccccc3C(=O)N([C@@H](C)CO)C[C@H]2C)cc1	x	2.7	x
CC(=O)N(C)C[C@@H]1Oc2ccc(N)cc2CC(=O)N(C)C[C@@H]1C	x	1.0	x
Cc1ccccc1-c1ccc([C@@H]2[C@@H](CO)N3C(=O)CN(C(=O)c4cccnc4)C[C@H]23)cc1	x	-6.0	x
C[C@H](CO)N1C[C@H](C)[C@@H](CN(C)C(=O)C2CCCCC2)Oc2ncc(C#CC3CCCCC3)cc2C1=O	x	2.2	x
OC[C@@H]1[C@@H](c2ccccc2)C2(CN(Cc3ccccn3)C2)N1CCC(F)(F)F	x	3.0	x
C[C@@H]1CN(C)C(=O)c2cc(N(C)C)ccc2O[C@@H]1CN(C)C	x	16.5	x
C[C@H]1CN(C)C(=O)c2cc(NS(C)(=O)=O)ccc2O[C@@H]1CN(C)S(C)(=O)=O	x	-3.1	x
CO[C@H]1CN(C)C(=O)c2cc(NC(=O)NC3CCCC3)ccc2OC[C@H](C)N(CC2CC2)C[C@H]1C	x	-8.4	x
CCOc1ccc2nc(NC(=O)CSc3nc4c(c(=O)n(C)c(=O)n4C)n3CC)sc2c1	x	5.2	x
C[C@H]1CN(C)C(=O)Cc2cc([N+](=O)[O-])ccc2O[C@@H]1CN(C)C(=O)OC(C)(C)C	x	-2.9	x
O=C(CC1CC1)N1[C@@H](CO)[C@H](c2ccccc2)C12CN(Cc1cccnc1)C2	x	2.4	x
COc1ccc2c3c(n(C)c2c1)[C@H](CO)N(C(C)=O)CC31CN(Cc2cccnc2)C1	x	8.7	x
CO[C@@H]1CN(C)C(=O)c2cc(NC(=O)NC3CCCC3)ccc2OC[C@H](C)N(CC2CC2)C[C@H]1C	x	12.6	x
COc1ccc([C@@H]2CC=CC[C@@H](C)Oc3ccccc3C(=O)N(C)[C@H](C(C)C)C(=O)N2)c(OC)c1 (mixture of isomers)	x	-18.9	x
CC(=O)Nc1cccc2c1O[C@@H](CN(C)C(C)=O)[C@H](C)CN(C)C2=O	x	2.9	x
CC(C)NC(=O)Nc1cccc2c1O[C@H](CN(C)C(=O)NC(C)C)[C@H](C)CN(C)C2=O	x	11.6	x
O=C1N[C@H](c2ccccc2)COCc2cnnn2CC[C@H]1Cc1ccc(C(F)(F)F)cc1	x	2.2	x
O=C(C[C@H]1C[C@H]2c3cc(NC(=O)NC4CCCC4)ccc3O[C@H]2[C@@H](CO)O1)NCc1ccccc1F	x	1.8	x
C[C@H]1C/C=C\C[C@@H](c2ccc3c(c2)OCO3)NC(=O)[C@H](c2ccccc2)CC(=O)N1	x	-3.1	x
CC(C)NC(=O)N(C)C[C@H]1Oc2ccc(N(C)C)cc2C(=O)N(C)C[C@H]1C	x	-0.8	x
C[C@H]1CC=CC[C@H](c2cccc(Cl)c2)NC(=O)[C@H](C)N(C)C(=O)c2ccccc2O1 (mixture of isomers)	x	-3.2	x
C[C@H]1CN([C@@H](C)CO)C(=O)c2ccccc2-c2ccccc2CO[C@@H]1CN(C)S(=O)(=O)c1cccc(F)c1	x	26.9	x
C[C@@H]1CN(C)C(=O)c2cc(NS(C)(=O)=O)ccc2O[C@H]1CN(C)S(C)(=O)=O	x	-8.1	x
CC(C)NC(=O)Nc1ccc2c(c1)C(=O)N(C)C[C@H](C)[C@@H](CN(C)C(=O)OC(C)(C)C)O2	x	10.0	x
COc1ccc2c3c(n(C)c2c1)[C@H](CO)NCC31CN(C(=O)c2ccccc2)C1	x	10.0	x
CC(C)[C@H]1C(=O)N[C@@H](c2ccccc2)CC=CC[C@H](C)Oc2ccccc2C(=O)N1C (mixture of isomers)	x	-7.9	x
COc1ccc2c3c(n(C)c2c1)[C@H](CO)N(CC1CC1)CC31CN(C(=O)CN2CCOCC2)C1	x	5.7	x
C[C@@H]1CN([C@H](C)CO)C(=O)c2cc(N(C)C)ccc2O[C@@H](C)CCCCO[C@H]1CN(C)Cc1ccc(C(=O)Nc2ccccc2N)cc1	x	7.4	x
COc1ccc2c3c(n(C)c2c1)[C@H](CO)N(Cc1ccc2c(c1)OCO2)CC31CN(C)C1	x	7.5	x
C[C@H]1CC=CC[C@@H](c2cccc(Cl)c2)NC(=O)[C@H](C)N(C)C(=O)c2ccccc2O1 (mixture of isomers)	x	-24.4	x
C/C=C/c1ccc([C@@H]2[C@H](CO)N(CCC(F)(F)F)C23CN(C(C)=O)C3)cc1	x	-0.8	x
COc1ccc2c3c(n(C)c2c1)[C@@H](CO)N(C(=O)Nc1ccc(F)cc1)CC31CN(S(=O)(=O)c2cccc(F)c2)C1	x	-3.1	x
CCCC#Cc1ccc([C@H]2[C@@H](CO)N3C(=O)CN(C(=O)Nc4ccccc4)C[C@H]23)cc1	x	-19.0	x
COc1ccc2c3c([nH]c2c1)[C@@H](CO)N(C(=O)c1cccc(F)c1)CC31CCN(C(C)=O)CC1	x	5.1	x
CC(=O)N(C)C[C@H]1Oc2c(cccc2N(C)C)C(=O)N(C)C[C@H]1C	x	5.8	x
O=C1N[C@@H](Cc2ccccc2)COCc2cn(nn2)CC[C@@H]1Cc1cccc(Cl)c1	x	-2.7	x

Molecules listed so far that have fluorine:
SMILES	LGR2 inh	GSIS activator	PAX8 reporter
COc1ccc(C(=O)C(=O)N2CCN(C(=O)c3cc(C(F)(F)F)cc(C(F)(F)F)c3)CC2)cc1OC	x	x	15.4
CC(=O)N1C[C@@H]2C(c3ccccc3)[C@H](C1)N2Cc1ccc(F)cc1 (some centres not stated)	x	-2.9&5.5	x
CCNC(=O)[C@H]1[C@H](CO)[C@H]2Cn3c(ccc(-c4ccc(F)cc4)c3=O)[C@H]2N1C	x	19.0	x
O=C1CCC(=O)N[C@@H](c2ccc(F)cc2)C/C=C\C[C@H](c2ccc(F)cc2)N1	x	-2.3	x
COc1ccc2c3c(n(C)c2c1)[C@@H](CO)N(C)CC31CN(C(=O)Nc2cccc(F)c2)C1	x	-4.4	x
O=C1[C@@H](Cc2ccc(C(F)(F)F)cc2)CCn2cc(nn2)COC[C@@H]2CCCCN12	x	1.7	x
OC[C@@H]1[C@@H](c2ccccc2)C2(CN(Cc3ccccn3)C2)N1CCC(F)(F)F	x	3.0	x
O=C1N[C@H](c2ccccc2)COCc2cnnn2CC[C@H]1Cc1ccc(C(F)(F)F)cc1	x	2.2	x
O=C(C[C@H]1C[C@H]2c3cc(NC(=O)NC4CCCC4)ccc3O[C@H]2[C@@H](CO)O1)NCc1ccccc1F	x	1.8	x
C[C@H]1CN([C@@H](C)CO)C(=O)c2ccccc2-c2ccccc2CO[C@@H]1CN(C)S(=O)(=O)c1cccc(F)c1	x	26.9	x
C/C=C/c1ccc([C@@H]2[C@H](CO)N(CCC(F)(F)F)C23CN(C(C)=O)C3)cc1	x	-0.8	x
COc1ccc2c3c(n(C)c2c1)[C@@H](CO)N(C(=O)Nc1ccc(F)cc1)CC31CN(S(=O)(=O)c2cccc(F)c2)C1	x	-3.1	x
COc1ccc2c3c([nH]c2c1)[C@@H](CO)N(C(=O)c1cccc(F)c1)CC31CCN(C(C)=O)CC1	x	5.1	x

Not all compounds are listed; rates above refer to the full screens.
